Growth percent in the NCI-60 one-dose screen (48 h, 10 µM unless noted): 100 = growth as untreated, 0 = no growth, -100 = all killed.
OVCAR-3 – OVCAR-3 ovarian cancer; 79,000 tested, 7% active
IGROV1 – IGROV1 ovarian cancer | 79,000 tested, 4.7% active
OVCAR-5 – OVCAR-5 ovarian cancer | 82,000 tested, 2.9% active | AID 1794783
OVCAR-8 – OVCAR-8 ovarian cancer; 81,000 tested, 4.4% active
RXF 393 – RXF 393 renal cancer cells; 77,000 tested, 6.9% active
SK-OV-3 – SK-OV-3 ovarian cancer cells | 80,000 tested, 3.2% active
OVCAR-4 – OVCAR-4 ovarian cancer cells | 80,000 tested, 3.7% active | AID 1794784
A498 – A498 renal cancer cells | 76,000 tested, 5.4% active | AID 1794774
ACHN – ACHN renal cancer; 81,000 tested, 4.9% active; AID 1794771
* hit, by the source's call; & = joins results of further samples. Rule for the calls: active = growth percent below 10; inactive = the rest.

`Cc1cccc2nc3c(n12)C(=O)C(=O)c1ccccc1-3` gave OVCAR-3 54, IGROV1 45, OVCAR-5 104, OVCAR-8 47, RXF 393 103, SK-OV-3 80, OVCAR-4 83, A498 81 and ACHN 69.
Screening Cn1c(=O)[nH]c2nc(SC/C(=N/O)c3ccc([N+](=O)[O-])cc3)[nH]c2c1=O returned OVCAR-3 103, IGROV1 102, OVCAR-5 97, OVCAR-8 100, SK-OV-3 107, OVCAR-4 99, A498 80 and ACHN 100.
For S=C(NCCN1CCOCC1)C(=S)NCCN1CCOCC1 the results were OVCAR-3 106&115, IGROV1 89&102, OVCAR-5 98&102, OVCAR-8 104&92, RXF 393 118&114, SK-OV-3 106&102, OVCAR-4 104&95, A498 106 and ACHN 97&103.
NC(=O)c1c(Nc2ccc(Cl)cc2)nn2c(-c3ccc(Cl)cc3)c(-c3nc4ccccc4s3)c(N)nc12 was read as OVCAR-3 94, IGROV1 89, OVCAR-5 86, OVCAR-8 86, RXF 393 80, SK-OV-3 118, OVCAR-4 87, A498 70 and ACHN 68.
`O=c1c2cccnc2nc(-c2ccc(F)cc2)n1-c1ccc(S(=O)(=O)Nc2ncccn2)cc1` gave OVCAR-3 107, IGROV1 106, OVCAR-5 94, OVCAR-8 88, RXF 393 99, SK-OV-3 97, OVCAR-4 106, A498 66 and ACHN 97.
`O=C(O)CC(Br)Br` gave OVCAR-3 113, IGROV1 111, OVCAR-5 101, OVCAR-8 103, RXF 393 104, SK-OV-3 108, OVCAR-4 115, A498 107 and ACHN 97.
For CC1Nc2nc(N)[nH]c(=O)c2NC1C (centres undefined) the results were OVCAR-3 107, IGROV1 113, OVCAR-5 86, OVCAR-8 110, RXF 393 114, OVCAR-4 105, A498 92 and ACHN 94.
COC(=O)c1ccc(C(=O)Nc2ccc(-c3cc(=O)c4c(OC)c(OC)c(OC)cc4o3)cc2)cc1 was read as OVCAR-3 98, IGROV1 96, OVCAR-5 91, OVCAR-8 90, RXF 393 94, SK-OV-3 101, OVCAR-4 97, A498 119 and ACHN 88.
Screening COc1ccc(S(=O)(=O)NCCNc2nccc(-c3c(-c4cccc(OC)c4)nc4sccn34)n2)cc1 returned OVCAR-3 95, IGROV1 80, OVCAR-5 128, OVCAR-8 82, RXF 393 93, SK-OV-3 99, OVCAR-4 105, A498 98 and ACHN 82.
Screening C/C(C=O)=C/c1ccccc1 returned OVCAR-3 107, IGROV1 125, OVCAR-5 93, OVCAR-8 108, RXF 393 107, OVCAR-4 107, A498 97 and ACHN 98.
Screening COc1ccc(Cn2cc(C#N)c(N)c2C(=O)c2ccc(Br)cc2)cc1 returned OVCAR-3 96, IGROV1 90, OVCAR-5 100, OVCAR-8 100, RXF 393 99, SK-OV-3 99, OVCAR-4 105, A498 98 and ACHN 93.
`CCOC(=O)C1=C(C)N2C(=NC3=C(CCCC/C3=C\c3ccc(Cl)cc3)C2c2ccc(Cl)cc2)S1` (centres undefined) gave OVCAR-3 128, IGROV1 125, OVCAR-5 97, OVCAR-8 106, SK-OV-3 87, OVCAR-4 98, A498 91 and ACHN 100.
Screening O=c1[nH]nc(-c2cc(Cl)ccc2Cl)c(=O)[nH]1 returned OVCAR-3 103, IGROV1 82, OVCAR-5 103, OVCAR-8 99, RXF 393 109, SK-OV-3 95, OVCAR-4 95, A498 99 and ACHN 94.
`COc1cc(OC)c(OC)cc1/C=C/C(=O)c1ccc(B(O)O)cc1` gave OVCAR-3 93, IGROV1 90, OVCAR-5 99, OVCAR-8 76, RXF 393 68, SK-OV-3 86, OVCAR-4 90, A498 121 and ACHN 84.
For Cn1ccnc1C(=O)/C=C/c1ccc(CC(=O)Nc2cc(C(F)(F)F)cc(C(F)(F)F)c2)cc1 the results were OVCAR-3 63, IGROV1 71, OVCAR-5 84, OVCAR-8 41, RXF 393 56, SK-OV-3 109, OVCAR-4 79, A498 90 and ACHN 84.
Cc1cccc(C(=O)c2cccc(Cl)c2)c1O was read as OVCAR-3 114, IGROV1 103, OVCAR-5 104, OVCAR-8 102, RXF 393 118, SK-OV-3 106, OVCAR-4 99, A498 91 and ACHN 102.
O=C(CCN1C(=O)/C(=C/c2ccccc2)SC1=S)Nc1ncc(Cc2ccc(Cl)cc2)s1 was read as OVCAR-3 105, IGROV1 95, OVCAR-5 101, OVCAR-8 98, RXF 393 108, SK-OV-3 120, OVCAR-4 98, A498 105 and ACHN 102.
`N/C(=N\c1nc2ccccc2s1)NC(=O)Nc1cccc(Cl)c1` gave OVCAR-3 16, IGROV1 36, OVCAR-5 68, OVCAR-8 48, RXF 393 69, SK-OV-3 42, OVCAR-4 62, A498 11 and ACHN 45.
`COc1ccc(/C=C2\N=C(c3ccccc3)N(c3ccc(-c4nc5ccc(C)cc5s4)cc3)C2=O)cc1` gave OVCAR-3 72, IGROV1 59, OVCAR-5 85, OVCAR-8 92, RXF 393 99, SK-OV-3 94, OVCAR-4 65, A498 94 and ACHN 81.
For CCN(CC)C(=O)NCN1C(=O)c2cccc3cccc(c23)C1=O the results were OVCAR-3 117, IGROV1 96, OVCAR-5 113, OVCAR-8 94, RXF 393 99, SK-OV-3 95, OVCAR-4 110, A498 97 and ACHN 105.
Screening C=C(C)[C@@H]1CC[C@]2(C)CC[C@]3(C)[C@H](CC[C@@H]4[C@@]5(C)CCCNC(C)(C)[C@@H]5CC[C@]43C)[C@@H]12 returned OVCAR-3 76, IGROV1 94, OVCAR-5 107, OVCAR-8 84, RXF 393 88, SK-OV-3 113, OVCAR-4 95, A498 80 and ACHN 95.
COC(=O)NNC(=O)OC was read as OVCAR-3 105, IGROV1 102, OVCAR-5 102, OVCAR-8 105, RXF 393 117, SK-OV-3 100, OVCAR-4 115, A498 78 and ACHN 97.
Cc1noc(C)c1CSc1nc2ccccc2n1C was read as OVCAR-3 119, IGROV1 83, OVCAR-5 91, OVCAR-8 103, RXF 393 67, SK-OV-3 111, OVCAR-4 82, A498 58 and ACHN 105.
`Cc1nc2ccccc2n1CC1NC(=O)NC1=O` (centres undefined) gave OVCAR-3 105, IGROV1 104, OVCAR-5 99, OVCAR-8 96, RXF 393 103, SK-OV-3 96, OVCAR-4 102, A498 89 and ACHN 102.
C[N+](C)(C)CCOC(=O)c1cccc(OCc2ccccc2)c1 was read as OVCAR-3 118, IGROV1 98, OVCAR-5 98, OVCAR-8 102, RXF 393 114, SK-OV-3 106, OVCAR-4 98, A498 105 and ACHN 101.
`COc1ccc(/C=C(/c2cc(OC)c(OC)c(OC)c2)c2nnc(-c3cc(OC)c(OC)c(OC)c3)o2)cc1` gave OVCAR-3 79, IGROV1 67, OVCAR-5 95, OVCAR-8 94, RXF 393 86, SK-OV-3 102, OVCAR-4 84, A498 70 and ACHN 90.
For N#Cc1c2c([nH]c(=O)c1C(N)=O)CCCC2 the results were OVCAR-3 110, IGROV1 108, OVCAR-5 101, OVCAR-8 106, RXF 393 116, SK-OV-3 99, OVCAR-4 118, A498 103 and ACHN 101.
Screening CC(C)Oc1cccc(O)c1 returned OVCAR-3 112, IGROV1 102, OVCAR-5 118, OVCAR-8 99, RXF 393 102, SK-OV-3 95, OVCAR-4 114, A498 111 and ACHN 115.
Screening C#CCN(C)CCCOc1ccc(Cl)cc1Cl returned OVCAR-3 114, IGROV1 104, OVCAR-8 97, RXF 393 105, SK-OV-3 89, OVCAR-4 114 and A498 84.
`CC(=O)N1N=C(c2ccc(Cl)cc2)CC1c1sc(N(C)Cc2ccccc2)nc1Cl` (centres undefined) gave OVCAR-3 103, IGROV1 81, OVCAR-5 105, OVCAR-8 103, RXF 393 110, SK-OV-3 88, OVCAR-4 83, A498 104 and ACHN 96.
`CCc1c([N+](=O)[O-])cc2c(c1[N+](=O)[O-])C(C)(CC)CCC2(C)CC` (centres undefined) gave OVCAR-3 113, IGROV1 101, OVCAR-5 123, OVCAR-8 103, RXF 393 118, SK-OV-3 120, OVCAR-4 100, A498 141 and ACHN 106.
For CC12CCCC=C1NC(Br)=C(C#N)C2(C#N)C#N (centres undefined) the results were OVCAR-3 100, IGROV1 103, OVCAR-5 104, OVCAR-8 123, RXF 393 99, SK-OV-3 105, OVCAR-4 83, A498 109 and ACHN 100.
For COc1cc(/C=C/C(=O)N2CCN(C(=O)/C=C/c3cccc(OC(F)(F)F)c3)CC2)cc(OC)c1OC the results were OVCAR-3 100, IGROV1 84, OVCAR-5 106, OVCAR-8 87, RXF 393 85, SK-OV-3 98, OVCAR-4 84 and ACHN 94.
Screening Cc1ccc2nc(NC(=O)CSc3nc(Oc4ccccc4)c(C#N)c(-c4ccccc4)n3)sc2c1 returned OVCAR-3 86, IGROV1 77, OVCAR-5 96, OVCAR-8 94, RXF 393 81, SK-OV-3 89, OVCAR-4 87, A498 101 and ACHN 100.
`COc1ccc2c(c1)CC(O)CC1C(=O)NN=CN21` (centres undefined) gave OVCAR-3 107, IGROV1 97, OVCAR-5 110, OVCAR-8 100, RXF 393 125, SK-OV-3 90, OVCAR-4 114, A498 100 and ACHN 105.
For CC1(CCc2ccccc2)NC(=O)NC1=O (centres undefined) the results were OVCAR-3 111&112, IGROV1 105&109, OVCAR-5 100&104, OVCAR-8 105&108, RXF 393 109, SK-OV-3 92&97, OVCAR-4 118&114, A498 95&131 and ACHN 101&107.
Screening Cn1c(=O)c2c(ncn2Cc2ccc(O)c([N+](=O)[O-])c2)n(C)c1=O returned OVCAR-3 101, IGROV1 107, OVCAR-8 105, RXF 393 107, SK-OV-3 118, OVCAR-4 115, A498 113 and ACHN 104.
COc1ccc2c(c1)/C(=C/c1c(-c3cc(OC)c(OC)c(OC)c3)nc3sc(C)cn13)C(=O)N2 was read as OVCAR-3 101, IGROV1 24, OVCAR-5 99, OVCAR-8 92, RXF 393 89, SK-OV-3 110, OVCAR-4 105, A498 100 and ACHN 93.
CN1C(=O)CCC1=O was read as OVCAR-3 106, IGROV1 99, OVCAR-5 93, OVCAR-8 90, RXF 393 84, SK-OV-3 98, OVCAR-4 102, A498 103 and ACHN 105.
Screening NC(=O)CCC(C(=O)O)N1C(=O)C2C3CCC(C3)C2C1=O (centres undefined) returned OVCAR-3 113, IGROV1 98, OVCAR-5 104, OVCAR-8 99, RXF 393 99, SK-OV-3 96, OVCAR-4 101, A498 81 and ACHN 106.

Of the compounds above, four contain two or more sulfur atoms.
For S=C(NCCN1CCOCC1)C(=S)NCCN1CCOCC1 the results were OVCAR-3 106&115, IGROV1 89&102, OVCAR-5 98&102, OVCAR-8 104&92, RXF 393 118&114, SK-OV-3 106&102, OVCAR-4 104&95, A498 106 and ACHN 97&103.
Screening COc1ccc(S(=O)(=O)NCCNc2nccc(-c3c(-c4cccc(OC)c4)nc4sccn34)n2)cc1 returned OVCAR-3 95, IGROV1 80, OVCAR-5 128, OVCAR-8 82, RXF 393 93, SK-OV-3 99, OVCAR-4 105, A498 98 and ACHN 82.
O=C(CCN1C(=O)/C(=C/c2ccccc2)SC1=S)Nc1ncc(Cc2ccc(Cl)cc2)s1 was read as OVCAR-3 105, IGROV1 95, OVCAR-5 101, OVCAR-8 98, RXF 393 108, SK-OV-3 120, OVCAR-4 98, A498 105 and ACHN 102.
Screening Cc1ccc2nc(NC(=O)CSc3nc(Oc4ccccc4)c(C#N)c(-c4ccccc4)n3)sc2c1 returned OVCAR-3 86, IGROV1 77, OVCAR-5 96, OVCAR-8 94, RXF 393 81, SK-OV-3 89, OVCAR-4 87, A498 101 and ACHN 100.

Screening data from PubChem BioAssay.
